Assay outcomes (PubChem BioAssay)
EZH2 inh – inhibitors of human EZH2/PRC2 methyltransferase | PRC2 H3K27 methylation, DELFIA TRF, 1 h | Q15910 | hit rate 0.35% among 57,000 | inhibition, % at 12.5 µM;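 active = mean inhibition of replicates at least 50% and every single replicate also reaching 50%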;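 note: dimethyl H3K27 on biotinylated H3 21-44 peptide detected by antibody; plate controls were median neutral control wells for no effect and median positive control wells for full effect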
Target sequence (Q15910 whole entry, looked up): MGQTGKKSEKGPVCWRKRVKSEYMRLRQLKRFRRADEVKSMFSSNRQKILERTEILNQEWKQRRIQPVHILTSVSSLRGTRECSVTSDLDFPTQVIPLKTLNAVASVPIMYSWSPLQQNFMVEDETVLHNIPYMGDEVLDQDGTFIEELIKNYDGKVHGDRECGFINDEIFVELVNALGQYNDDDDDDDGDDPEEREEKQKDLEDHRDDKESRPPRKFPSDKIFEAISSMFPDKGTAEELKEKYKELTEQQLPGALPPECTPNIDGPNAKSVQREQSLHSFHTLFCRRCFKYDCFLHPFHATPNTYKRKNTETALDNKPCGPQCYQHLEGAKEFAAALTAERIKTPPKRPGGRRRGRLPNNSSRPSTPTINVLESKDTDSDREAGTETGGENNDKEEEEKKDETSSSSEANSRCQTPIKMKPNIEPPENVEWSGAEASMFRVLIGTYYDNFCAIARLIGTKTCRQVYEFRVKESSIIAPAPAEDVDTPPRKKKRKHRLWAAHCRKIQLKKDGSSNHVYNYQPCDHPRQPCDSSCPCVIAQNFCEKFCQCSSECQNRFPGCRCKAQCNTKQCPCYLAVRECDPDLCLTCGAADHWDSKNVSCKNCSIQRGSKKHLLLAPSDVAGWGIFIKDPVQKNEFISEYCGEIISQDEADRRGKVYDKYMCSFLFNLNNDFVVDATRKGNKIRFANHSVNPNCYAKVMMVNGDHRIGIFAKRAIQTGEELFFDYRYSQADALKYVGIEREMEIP
IDH1 mut inh – inhibitors of human IDH1 R132H. hit rate 0.18% among 70,000. AID 624101. IDH1 R132H reductase, diaphorase/resazurin fluorescence, 60 min. inhibition, % at 10 µM; in the data active = inhibition above about 34%;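 note: 0% = DMSO and 100% = no enzyme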
* marks the source's active call; other numbers are inactive results; nt = not tested or not shown; & = joins results of further samples. These rows are one share of the data, so the mix of outcomes need not match the whole.

SMILES | EZH2 inh | IDH1 mut inh
C[C@@H]1CN([C@@H](C)CO)C(=O)Cc2cc(NC(=O)C3CC3)ccc2O[C@@H]1CN(C)C(=O)Nc1ccccc1 | nt | 1.1
CCC(c1ccc(O)cc1)C(CC)c1ccc(O)cc1 (stereo not drawn) | nt | 0.4
C[C@@H]1CN([C@H](C)CO)C(=O)c2cc(NS(=O)(=O)c3ccc(F)cc3)ccc2O[C@H]1CN(C)C | 0 | 0.4
C[C@H](NC(=O)C[C@H]1CC[C@H](NC(=O)C2CCC2)[C@@H](CO)O1)c1ccccc1 | -8 | 0.8
C[C@@H]1CN([C@H](C)CO)C(=O)c2cc(NC(=O)NC3CCCCC3)ccc2O[C@H]1CN(C)Cc1ccccc1 | -8 | nt
COc1ccc(-n2c(SCC(N)=O)nc3c(c2=O)C2(CCCCC2)Cc2ccccc2-3)cc1 | -6 | -0.1
Cc1noc(C)c1NC(=O)N(C)C[C@H]1Oc2c(NC(=O)c3nc4ccccc4s3)cccc2C(=O)N([C@@H](C)CO)C[C@H]1C | nt | -1.3
COc1ccc(/C=C2\Oc3cc(O)cc(O)c3C2=O)cc1O | nt | -0.4
COc1ccc(S(=O)(=O)N(C)C[C@@H]2Oc3ccc(NS(=O)(=O)c4ccc(Cl)cc4)cc3CC(=O)N([C@@H](C)CO)C[C@H]2C)cc1 | nt | 0.4
O=C(C[C@@H]1C[C@@H]2c3cc(NC(=O)Nc4ccc(C(F)(F)F)cc4)ccc3O[C@@H]2[C@H](CO)O1)NCCc1ccccc1 | 1 | 0.7
CC(C)NC(=O)N[C@@H]1C=C[C@@H](CC(=O)O)O[C@H]1CO | 10 | 0.2
Cc1noc(C)c1S(=O)(=O)Nc1ccc2c(c1)C(=O)N([C@@H](C)CO)C[C@H](C)[C@H](CN(C)C(=O)Nc1ccccc1)OCCCC[C@H](C)O2 | nt | 2.8
C[C@H](CO)N1C[C@H](C)[C@H](CN(C)C(=O)C2CC2)Oc2cc(-c3cccnc3)ccc2S1(=O)=O | -4 | nt
C[C@H](CO)N1C[C@H](C)[C@H](CN(C)S(=O)(=O)c2cccc(F)c2)Oc2ncc(-c3ccc(F)cc3)cc2C1=O | nt | 0.2
COc1cccc(S(=O)(=O)Nc2ccc3c(c2)C(=O)N(C)C[C@@H](OC)[C@@H](C)CN[C@@H](C)CO3)c1 | 8 | 0.3
C[C@@H]1CN([C@H](C)CO)C(=O)Cc2cc(NC(=O)Cn3cnnn3)ccc2O[C@@H]1CN(C)S(=O)(=O)c1ccc(Cl)cc1 | nt | 2.1
CO[C@@H]1CN(C)C(=O)c2ccc(NC(C)=O)cc2OC[C@H](C)N(C(=O)Cc2ccccn2)C[C@@H]1C | 0 | 0.1
COc1ccc(OC)c(NC(=O)CSc2n[nH]c(-c3ccncc3)n2)c1 | -10 | 0.0
CO[C@H](CN(C)S(=O)(=O)c1ccccc1)[C@@H](C)CN(C(=O)Nc1ccccc1F)[C@H](C)CO | -12 | -0.1
Cc1noc(C)c1NC(=O)NCC[C@@H]1CC[C@H](NC(=O)c2ccc(F)cc2)[C@@H](CO)O1 | 2 | -0.3
Cc1ccc(-c2ccc3c(c2)O[C@H](CN(C)C(=O)NC(C)C)[C@@H](C)CN([C@@H](C)CO)S3(=O)=O)cc1 | nt | 1.0
COc1ccc2c(c1)c(=O)oc1cc(O)ccc12 | 8 | 0.0
CCCC(=O)Nc1ccc2c(c1)OC[C@H](C)N(CC1CCCC1)C[C@@H](C)[C@@H](OC)CN(C)C2=O | -6 | -0.1
Cc1ccc(S(=O)(=O)N(C)C[C@H]2Oc3ccc(NS(=O)(=O)c4c(C)noc4C)cc3C(=O)N([C@H](C)CO)C[C@H]2C)cc1 | nt | -5.3
C[C@H]1CN([C@@H](C)CO)S(=O)(=O)c2ccc(-c3ccncc3)cc2O[C@H]1CN(C)C(=O)Nc1ccc(F)cc1 | 3 | 0.7
O=C(N[C@@H]1CC[C@@H](CCNS(=O)(=O)c2ccc(F)cc2)O[C@@H]1CO)c1ccccn1 | -1 | -0.1
CCCC(=O)Nc1ccc2c(c1)C(=O)N(C)C[C@H](OC)[C@H](C)CN(C(=O)CC1CC1)[C@H](C)CO2 | 6 | 0.5
COc1cccc(C(=O)Nc2ccc3c(c2)OC[C@H](C)N(CC2CC2)C[C@@H](C)[C@@H](OC)CN(C)C3=O)c1 | -7 | -0.4
C[C@@H]1CCCCO[C@H](CN(C)CC2CC2)[C@H](C)CN([C@@H](C)CO)C(=O)c2cc(N(C)C)ccc2O1 | nt | -1.4
NCC[C@@H]1CC[C@@H](NS(=O)(=O)c2ccc(Cl)cc2)[C@@H](CO)O1 | 2 | -0.2
Cc1ccc(S(=O)(=O)N(C)C[C@@H]2Oc3ccc(NS(=O)(=O)c4ccccc4)cc3C(=O)N([C@H](C)CO)C[C@H]2C)cc1 | nt | -1.7
O=C(CCn1nc(-c2ccc(Cl)cc2)c2ccccc2c1=O)Nc1ccccc1 | -10 | 0.2
COc1ccccc1CNC(=O)C[C@@H]1CC[C@H](NC(C)=O)[C@H](CO)O1 | 5 | -0.3
CS(=O)(=O)Nc1ccc2c(c1)[C@H]1C[C@@H](CC(=O)N3CCCCC3)O[C@@H](CO)[C@H]1O2 | -2 | -0.3
COc1ccc(S(=O)(=O)N(C)C[C@H]2Oc3ccc(NC(=O)CCC(F)(F)F)cc3CC(=O)N([C@H](C)CO)C[C@H]2C)cc1 | nt | -1.0
C[C@H](CO)N1C[C@H](C)[C@H](CN(C)C(=O)CCC(F)(F)F)OCCCC[C@H](C)Oc2ccc(NC(=O)NC3CCCCC3)cc2C1=O | nt | 2.3
C[C@@H]1CN([C@@H](C)CO)C(=O)Cc2cc(NS(=O)(=O)c3ccc(Cl)cc3)ccc2O[C@H]1CN(C)S(=O)(=O)c1cn(C)cn1 | nt | -3.1
C[C@@H]1CN([C@@H](C)CO)C(=O)c2cc(NC(=O)Cc3cn(C)c4ccccc34)ccc2O[C@H]1CN(C)S(C)(=O)=O | -19 | -31
C[C@@H]1CN([C@H](C)CO)C(=O)Cc2cc(NC(=O)CCC(F)(F)F)ccc2O[C@@H]1CN(C)Cc1ccc(C(=O)Nc2ccccc2N)cc1 | 5 | -0.1
O=C(N/N=C/c1ccc2ccccc2c1)c1ccccn1 | 4 | -0.3
CNC[C@H]1OCCCC[C@@H](C)Oc2ccc(NC(=O)CCC(F)(F)F)cc2C(=O)N([C@H](C)CO)C[C@H]1C | -1 | 6.6
CN(C)CC(=O)Nc1ccc2c(c1)[C@H]1C[C@@H](CC(=O)N3CCc4ccccc4C3)O[C@H](CO)[C@H]1O2 | 2 | -0.1
COc1ccc(NC(=O)N(C)C[C@H]2Oc3c(NC(=O)Nc4ccc(C(F)(F)F)cc4)cccc3C(=O)N([C@H](C)CO)C[C@H]2C)cc1 | nt | -2.1
C[C@@H]1CN([C@@H](C)CO)S(=O)(=O)c2ccc(-c3ccccc3)cc2O[C@@H]1CN(C)Cc1ccncc1 | -19 | nt
C[C@H]1CN([C@@H](C)CO)C(=O)c2cc(-c3cncnc3)cnc2O[C@@H]1CN(C)C(=O)CN1CCOCC1 | 0 | 0.0
C[C@@]12C[C@]3(O)O[C@H](O1)[C@]1(COC(=O)c4ccccc4)[C@H]3C[C@@]12O[C@@H]1O[C@H](CO)[C@@H](O)[C@H](O)[C@H]1O | nt | 0.0
C[C@@H]1CN([C@H](C)CO)S(=O)(=O)c2ccc(Br)cc2O[C@@H]1CN(C)CC1CC1 | -8 | -0.4
CCCC#Cc1ccc2c(c1)O[C@H](CN(C)C(=O)C1CC1)[C@@H](C)CN([C@H](C)CO)S2(=O)=O | -26 | nt
C[C@@H]1CN([C@@H](C)CO)C(=O)c2cc(-c3ccc(F)cc3)cnc2O[C@H]1CN(C)C(=O)c1ccccc1F | 7 | nt
C[C@@H]1CN([C@H](C)CO)C(=O)c2cc(NC(=O)CCC(F)(F)F)ccc2O[C@@H](C)CCCCO[C@@H]1CN(C)S(=O)(=O)c1cn(C)cn1 | nt | 2.1
C[C@@H]1CN([C@@H](C)CO)S(=O)(=O)c2ccc(-c3cccc(C#N)c3)cc2O[C@@H]1CN(C)C(=O)c1ccccc1 | -11 | 0.4
Cc1noc(C)c1S(=O)(=O)Nc1ccc2c(c1)CC(=O)N([C@@H](C)CO)C[C@@H](C)[C@@H](CN(C)Cc1ccc(Oc3ccccc3)cc1)O2 | nt | 0.7
Cc1ccc(S(=O)(=O)N(C)C[C@@H]2Oc3ccc(NS(C)(=O)=O)cc3C(=O)N([C@@H](C)CO)C[C@H]2C)cc1 | nt | -0.3
O=C(Cn1cncc1-c1ccc([N+](=O)[O-])cc1)Nc1ccccc1F | 3 | -0.3
C[C@@H]1CCCCO[C@@H](CN(C)S(=O)(=O)c2ccc(F)cc2)[C@H](C)CN([C@@H](C)CO)C(=O)c2cc(NC(=O)Nc3ccc(C(F)(F)F)cc3)ccc2O1 | nt | 3.3
Cc1ccc(-c2ccc3c(c2)O[C@@H](CN(C)C(=O)NC(C)C)[C@@H](C)CN([C@@H](C)CO)S3(=O)=O)cc1 | nt | -1.0
C/C=C/c1ccc2c(c1)O[C@H](CN(C)C(=O)c1ccncc1)[C@@H](C)CN([C@@H](C)CO)S2(=O)=O | 2 | -2.8
O=C(N[C@@H]1CC[C@@H](CCNS(=O)(=O)c2ccc(F)cc2)O[C@H]1CO)C1CCC1 | -10 | 0.3
CC(C)NC(=O)N(C)C[C@@H]1Oc2ccc(NS(=O)(=O)c3ccc(Cl)cc3)cc2CC(=O)N([C@H](C)CO)C[C@H]1C | 7 | -0.8
COc1ccc(CC(=O)NCc2n[nH]c(=S)n2C)cc1 | 5 | 0.9

No new results follow: 11 of the compounds above.
SMILES | EZH2 inh | IDH1 mut inh
C[C@@H]1CN([C@@H](C)CO)C(=O)Cc2cc(NC(=O)C3CC3)ccc2O[C@@H]1CN(C)C(=O)Nc1ccccc1 | nt | 1.1
CCC(c1ccc(O)cc1)C(CC)c1ccc(O)cc1 (stereo not drawn) | nt | 0.4
C[C@@H]1CN([C@H](C)CO)C(=O)c2cc(NS(=O)(=O)c3ccc(F)cc3)ccc2O[C@H]1CN(C)C | 0 | 0.4
C[C@H](NC(=O)C[C@H]1CC[C@H](NC(=O)C2CCC2)[C@@H](CO)O1)c1ccccc1 | -8 | 0.8
C[C@@H]1CN([C@H](C)CO)C(=O)c2cc(NC(=O)NC3CCCCC3)ccc2O[C@H]1CN(C)Cc1ccccc1 | -8 | nt
COc1ccc(-n2c(SCC(N)=O)nc3c(c2=O)C2(CCCCC2)Cc2ccccc2-3)cc1 | -6 | -0.1
Cc1noc(C)c1NC(=O)N(C)C[C@H]1Oc2c(NC(=O)c3nc4ccccc4s3)cccc2C(=O)N([C@@H](C)CO)C[C@H]1C | nt | -1.3
COc1ccc(/C=C2\Oc3cc(O)cc(O)c3C2=O)cc1O | nt | -0.4
COc1ccc(S(=O)(=O)N(C)C[C@@H]2Oc3ccc(NS(=O)(=O)c4ccc(Cl)cc4)cc3CC(=O)N([C@@H](C)CO)C[C@H]2C)cc1 | nt | 0.4
O=C(C[C@@H]1C[C@@H]2c3cc(NC(=O)Nc4ccc(C(F)(F)F)cc4)ccc3O[C@@H]2[C@H](CO)O1)NCCc1ccccc1 | 1 | 0.7
CC(C)NC(=O)N[C@@H]1C=C[C@@H](CC(=O)O)O[C@H]1CO | 10 | 0.2

Going on with the list:
SMILES | EZH2 inh | IDH1 mut inh
COc1cccc(NC(=O)N[C@@H]2CC[C@H](CC(=O)N3CCOCC3)O[C@H]2CO)c1 | 3 | -0.1
CC(C)NC(=O)Nc1ccc2c(c1)C(=O)N([C@H](C)CO)C[C@@H](C)[C@@H](CN(C)C(=O)CCCN(C)C)OCCCC[C@@H](C)O2 | -7 | 3.4
COc1ccc(S(=O)(=O)Nc2ccc3c(c2)C(=O)N([C@H](C)CO)C[C@H](C)[C@H](CN(C)C(=O)Nc2ccc4c(c2)OCO4)OCCCC[C@H](C)O3)cc1 | nt | 0.0
Cc1ccc(S(=O)(=O)N(C)C[C@@H]2Oc3ncc(Br)cc3C(=O)N([C@H](C)CO)C[C@H]2C)cc1 | 8&2 | -23
Cc1ccc2cccc(OCc3nnc(SCC(N)=O)n3C)c2n1 | -10 | -0.2
CC(C)C#Cc1ccc2c(c1)O[C@H](CN(C)C(=O)C1CC1)[C@@H](C)CN([C@H](C)CO)S2(=O)=O | 9 | nt
Cc1ccc(S(=O)(=O)N(C)C[C@@H]2Oc3ccc(NC(=O)Nc4ccc5c(c4)OCO5)cc3C(=O)N([C@H](C)CO)C[C@@H]2C)cc1 | nt | -0.3
COc1ccc(S(=O)(=O)N(C)C[C@@H]2Oc3ncc(C#Cc4ccc(OC)c(OC)c4)cc3C(=O)N([C@H](C)CO)C[C@@H]2C)cc1 | nt | 1.9
C[C@H](CO)N1C[C@H](C)[C@H](CN(C)C(=O)C2CC2)Oc2ncc(C#CC3(O)CCCC3)cc2C1=O | 7 | -5.4
Cc1ccc(S(=O)(=O)N[C@H]2C=C[C@@H](CC(=O)N3CCC(Cc4ccccc4)CC3)O[C@H]2CO)cc1 | -5 | -0.2
C[C@H](CO)N1C[C@H](C)[C@H](CN(C)Cc2ccccc2)Oc2cc(C#CCN(C)C)ccc2S1(=O)=O | nt | -0.2
C[C@@H]1CN([C@H](C)CO)C(=O)c2cc(C#CCN(C)C)cnc2O[C@@H]1CN(C)Cc1ccccc1 | -8 | -1.1
C[C@H](CO)N1C[C@H](C)[C@H](CN(C)S(C)(=O)=O)Oc2cc(-c3cccc(F)c3)ccc2S1(=O)=O | 11 | -4.8
CCCNC(=O)N[C@H]1CC[C@@H](CCn2cc(C3CCCC3)nn2)O[C@@H]1CO | 6 | -0.2
C[C@@H]1CN([C@@H](C)CO)C(=O)c2cc(/C=C/c3ccccc3)cnc2O[C@H]1CN(C)C(=O)C1CC1 | 0 | -0.1
COCC(=O)N(C)C[C@@H]1Oc2cc(C#C[C@H](C)O)ccc2S(=O)(=O)N([C@H](C)CO)C[C@@H]1C | -23 | nt
